From PubChem BioAssay
TRHR PAM = qHTS for Small Molecule Agonists and Allosteric Enhancers of Human TRH Receptor: Primary Screen for Enhancers; Thyrotropin-releasing hormone receptor (Homo sapiens), P34981; TRHR cells, fluo-8 calcium fluorescence, EC20 TRH enhancement; enhancement, % at 2 µM; 0.66% of 360,000 active; in the data active = enhancement above about 30%; also: 0% is about no effect
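Enhancer read-out: after compound pinning and an initial kinetic agonist-mode read, an EC20 of TRH (10 nM final) was injected and fluo-8 calcium signal (Ex 480/Em 530) followed at 1 s/cycle for 100 cycles in TRHR-expressing cells.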
USP1 inh = Inhibitors of USP1/UAF1: Primary Screen; recombinant USP1/UAF1, Ub-Rhodamine cleavage fluorescence; Potency, µM (titrated, usually from 57.1 µM), inactives show top-dose activity change, negative = inhibition, most hits filed as inhibitors; 0.23% of 390,000 active; also: potency is read from the fitted curve at half-maximal effect; % is scaled to controls: 0 for no effect and ±100 for the full control effect; nearly all actives have a fitted effect of over 60% in size; inactives centre near -12
Target sequence (O94782 whole entry, looked up): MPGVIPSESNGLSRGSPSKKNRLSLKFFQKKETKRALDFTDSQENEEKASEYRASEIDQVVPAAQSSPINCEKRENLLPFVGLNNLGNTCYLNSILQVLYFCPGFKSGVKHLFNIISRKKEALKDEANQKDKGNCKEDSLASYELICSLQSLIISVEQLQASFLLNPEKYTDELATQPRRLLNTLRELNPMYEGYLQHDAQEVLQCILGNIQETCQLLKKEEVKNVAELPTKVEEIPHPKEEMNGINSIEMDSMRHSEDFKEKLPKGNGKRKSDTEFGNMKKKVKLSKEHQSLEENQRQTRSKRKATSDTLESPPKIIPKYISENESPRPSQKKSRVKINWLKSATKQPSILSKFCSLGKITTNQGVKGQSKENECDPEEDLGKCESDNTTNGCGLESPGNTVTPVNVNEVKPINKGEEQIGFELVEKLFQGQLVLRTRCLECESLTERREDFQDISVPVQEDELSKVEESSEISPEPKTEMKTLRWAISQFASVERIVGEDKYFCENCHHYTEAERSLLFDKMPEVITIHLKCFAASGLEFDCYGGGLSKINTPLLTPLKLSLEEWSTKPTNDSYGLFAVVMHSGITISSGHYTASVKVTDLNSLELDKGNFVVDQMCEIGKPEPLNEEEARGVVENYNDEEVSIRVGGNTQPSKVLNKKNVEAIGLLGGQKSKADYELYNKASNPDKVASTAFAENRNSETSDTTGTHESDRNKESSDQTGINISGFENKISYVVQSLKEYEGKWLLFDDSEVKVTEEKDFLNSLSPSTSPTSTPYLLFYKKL
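Step one: compound is pinned into 1nM USP1/UAF1 in HEPES pH 7.8 buffer with TCEP. Step two: 15 min room-temperature incubation. Step three: Ub-Rho (150nM final) starts cleavage, tracked by fluorescence over six one-minute reads.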
D2 ag = HTS Assay for Allosteric Agonists of the Human D2 Dopamine Receptor: Primary Screen for Agonists; D(2) dopamine receptor (Homo sapiens), P14416; HEK293 T-REx D2 cells, calcium flux agonist mode; activation, % at 2 µM; 0.53% of 340,000 active;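 active = activation over 3 SD above normal in the single-dose calcium agonist read, cut at about 30% in these data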; also: 0% is about no effect
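Agonism scored from kinetic calcium signal (1 read/sec, 180 s) following compound pin transfer, after a 10 s baseline. Cells: HEK293 Trex line expressing inducible D2 receptor coupled to calcium, dye-loaded after overnight culture at 30 C.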
IDH1 R132H inh = qHTS for Inhibitors of mutant isocitrate dehydrogenase 1 (IDH1): qHTS; Isocitrate dehydrogenase [NADP] cytoplasmic (Homo sapiens), O75874; IDH1-R132H enzyme, NADPH consumption, diaphorase/resazurin fluorescence; Potency, µM (highest dose often 76.6 µM), inactives show at the highest dose activity change, negative = inhibition, actives largely listed as inhibitors; 0.093% of 390,000 active; AID 602179, 2012; also: potency is read from the fitted curve at half-maximal effect; % is scaled to controls: 0 for no effect and ±100 for the full control effect; nearly all actives have a fitted effect of over 65% in size
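IDH1-R132H (0.5 ug/mL) preincubated 30 min with compound, then NADPH (0.016 mM) and alpha-KG (2 mM) added; 80 min at RT, pH 7.5. Remaining NADPH coupled via diaphorase/resazurin to fluorescence (540/590 nm); concentration-response curves normalized to no-enzyme control.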
D2 antagonist = HTS Assay for Allosteric Antagonists of the Human D2 Dopamine Receptor: Primary Screen for Antagonists; inhibition, % at 10 µM; 2% of 340,000 active; HEK293 TREx D2 cells, calcium flux, dopamine EC80; D(2) dopamine receptor (Homo sapiens), P14416; in the data active = inhibition above about 30%; also: 0% is about no effect
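Tetracycline-induced HEK293 TREx cells expressing D2 receptor forced-coupled to calcium signalling, loaded with no-wash calcium dye. Compounds added and calcium flux read 180 s, then dopamine added at EC80 and read a further 180 s.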
TrxR1 substrate = qHTS Assay for Substrates of Mammalian Selenoprotein Thioredoxin Reductase 1 (TrxR1): qHTS | Thioredoxin reductase 1, cytoplasmic (Rattus norvegicus), O89049 | purified TrxR1 substrate turnover, NADPH consumption readout | Potency, µM (series often up to 114 µM), without a hit: at the highest dose activity change, negative = substrate turnover | 0.01% of 390,000 active | AID 588456, 2011; also: potency is read from the fitted curve at half-maximal effect; % is scaled to controls: 0 for no effect and ±100 for the full control effect; nearly all actives have a fitted effect of over 50% in size
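Rat TrxR1, dispensed at 90 nM, was prereduced with 400 uM NADPH (final) for 5 min at ~22 deg C, then incubated with compound 15 min before 400 uM selenite. A first-read NADPH fluorescence drop versus no-compound background flagged substrates.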
TrxR1 inh = qHTS Assay for Inhibitors of Mammalian Selenoprotein Thioredoxin Reductase 1 (TrxR1): qHTS. Thioredoxin reductase 1, cytoplasmic (Rattus norvegicus), O89049. recombinant rTrxR1, NADPH fluorescence consumption, selenite substrate. Potency, µM (series often up to 114 µM), without a hit: at the highest dose activity change, negative = inhibition, usual class: inhibitors. 1% of 390,000 active; also: potency is read from the fitted curve at half-maximal effect; % is scaled to controls: 0 for no effect and ±100 for the full control effect; nearly all actives have a fitted effect of over 65% in size
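Rat TrxR1 (90 nM in the dispensed reagent) was pre-reduced with 400 uM NADPH for 5 min at room temperature, then incubated with compound for 15 min. After 400 uM selenite was added, NADPH fluorescence (Ex 340/Em 450 nm) was followed for 8 min.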
TRHR agonist = qHTS for Small Molecule Agonists and Allosteric Enhancers of Human TRH Receptor: Primary Screen for Agonists; 0.18% of 360,000 active; TRHR cells, calcium flux fluo-8, FDSS agonist mode; Thyrotropin-releasing hormone receptor (Homo sapiens), P34981; AID 493084, 2011; activation, % at 2 µM; in the data active = activation above about 30%; also: 0% is about no effect
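Read-out: compound-evoked intracellular calcium rise in TRHR cells, fluo-8 dye, kinetic FDSS fluorescence at 1 s/cycle following a 10-cycle baseline. Cells cultured overnight before dye loading (30 min–1.5 h, RT).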
PI4K2A inh = qHTS for small molecular inhibitors of PI4K2A; Phosphatidylinositol 4-kinase type 2-alpha (Homo sapiens), Q9BTU6; purified PI4K2A, ADP-Glo luminescence, 1 h; active compounds read low; activity change, negative = inhibition, % at 76.9 µM; 0.13% of 420,000 active; AID 1346378, 2018; in the data active = activity change below about -50%; inconclusive = mostly about -30% to -49%;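 also: -100% = wells without enzyme as full effect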
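PI4K2A activity was measured by ADP-Glo luminescence: enzyme (4 ug/mL stock) and phosphatidylinositol (1.2 mM stock) in Tris pH 7.5/MgCl2/EGTA/Triton X-100 buffer were reacted with ATP (300 microM stock) for one hour at ambient temperature.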
* marks the source's active call; other numbers are inactive results; ? = inconclusive; . = no result given; & = joins results of further samples; [ ] = dose if it differs, or a comment. Unless noted, calls follow the shape of the dose curve; as a rule, active = well fitted inhibition curve with a large enough effect; inconclusive = small, poorly fitted or top-dose-only effect; inactive = no such curve, though single readings can be large or run the other way.

SMILES	TRHR PAM	USP1 inh	D2 ag	IDH1 R132H inh	D2 antagonist	TrxR1 substrate	TrxR1 inh	TRHR agonist	PI4K2A inh
COc1ccc(S(=O)(=O)Nc2cccc(-c3ccc(N4CCCCCC4)nn3)c2)cc1OC	-3&2	?	-0.4&-0.5	6%&-6%	2	-11%	-11%	-0.2&-0.4	3&0
COc1ccc(S(=O)(=O)N2CCC3(CC2)OCCN3S(=O)(=O)c2c(C)cc(C)cc2C)cc1	-2	-22%	-1.3	3%	-5	-12%	2%	2.1	1
CCOC(=O)c1ccc(NC(=O)CC2C(=O)N(c3ccccc3)C(=O)N2Cc2cccs2)cc1 (centres undefined)	6	?	-0.1	13%	.	-7%	14%	1.1	10
CC1CC1C(=O)Nc1ccc(-c2ccccc2)cc1 (centres undefined)	0	-19%	-0.6	7%	-10	3%	16%	0.4	-1
Cc1cc(=O)[nH]c(NCc2ccccc2)n1	4	-2%	0.3	8%	2	1%	23%	0.4	-1
COc1ccc(Cl)cc1N(CC(=O)Nc1ccccc1SC)S(C)(=O)=O	5	-14%	.	3%	.	0%	9%	0.7	0
CCc1ccc(C(=O)CSc2n[nH]c(-c3ccncc3)n2)cc1	13	-11%	0.4	3%	-6	-1%	-9%	-0.7	-3
O=C(Nc1ccc(-c2nc3ccccc3[nH]2)cc1)c1cccc(N2C(=O)CCC2=O)c1	5	-16%	-0.4	6%	2	126%	73%	0.0	7
Cn1ncc(Br)c1C(=O)Nc1ccc(F)cc1F	8	-10%	-0.9	2%	-13	3%	10%	-0.5	0
O=C(NCc1ccccc1)Nc1cccn(Cc2c(F)cccc2Cl)c1=O	-2	-17%	0.6	-11%	-49	2%	6%	0.5	9
CC(C)(C)OC(=O)N1CCN(C(=O)Nc2ccc3c(c2)OCCO3)CC1	1	-3%	1.6	-10%	-1	-3%[57.1 µM]	6%[57.1 µM]	0.6	4
c1ccc(C[n+]2ccc3ccccc3c2)cc1	.	0%	.	-2%	.	2%[57.1 µM]	-1%[57.1 µM]	.	-3
O=C1CN(S(=O)(=O)c2cc(C(=O)O)ccc2Cl)c2ccccc2N1	-4	-3%	1.5	8%	-10	3%[57.1 µM]	10%[57.1 µM]	1.0	-11
COc1ccc(S(=O)(=O)N2CCN(C)CC2)c2ccccc12	1	-17%	-0.8	11%	4	-12%[57.1 µM]	8%[57.1 µM]	0.1	-1
O=C(O)CC(C(=O)Nc1ccc(Cl)cc1Cl)C1CCCO1 (centres undefined)	-4	-20%	-0.1	-4%	-5	3%	11%	0.6	4
NCCCC[C@@H]1NC(=O)c2cc([N+](=O)[O-])cc(I)c2SC[C@@H](C(N)=O)NC(=O)[C@H](CCC(N)=O)NC1=O	4	18%	-0.1	-7%	20	17%[57.1 µM]	31%[57.1 µM]	0.6	-7
CCc1ccccc1NC(=O)c1nn(-c2ccc(C)cc2)c(=O)c2c1c1ccccc1n2C	25	-10%	-0.8	-12%	.	0%	6%	-0.8	-2
Cc1ccc(Nc2c(-c3ccc(N4CCOCC4)cc3)nc3ncccn23)cc1C	19&-4	10%&-15%	0.4&0.3	-5%&12%	8	3%&7%	?	1.1&2.4	1&-5
CCCNC(=O)COC(=O)C1CCN(S(=O)(=O)c2ccc3c(c2)OCCO3)CC1	3	5%	0.4	2%	6	-11%	-14%	-0.2	2
c1ccc(CN2CN=C(Nc3nc4ccccc4s3)NC2)cc1	0	0%	0.3	-2%	10	-2%	8%	0.2	0

An excerpt from above, showing only D2 ag:
| SMILES | D2 ag |
| --- | --- |
| CCc1ccc(C(=O)CSc2n[nH]c(-c3ccncc3)n2)cc1 | 0.4 |
| O=C(Nc1ccc(-c2nc3ccccc3[nH]2)cc1)c1cccc(N2C(=O)CCC2=O)c1 | -0.4 |

A draw from above in order of number of heavy atoms, rising.
SMILES	TRHR PAM	USP1 inh	D2 ag	IDH1 R132H inh	D2 antagonist	TrxR1 substrate	TrxR1 inh	TRHR agonist	PI4K2A inh
Cc1cc(=O)[nH]c(NCc2ccccc2)n1	4	-2%	0.3	8%	2	1%	23%	0.4	-1
c1ccc(C[n+]2ccc3ccccc3c2)cc1	.	0%	.	-2%	.	2%[57.1 µM]	-1%[57.1 µM]	.	-3
Cn1ncc(Br)c1C(=O)Nc1ccc(F)cc1F	8	-10%	-0.9	2%	-13	3%	10%	-0.5	0
O=C(O)CC(C(=O)Nc1ccc(Cl)cc1Cl)C1CCCO1 (centres undefined)	-4	-20%	-0.1	-4%	-5	3%	11%	0.6	4
CCc1ccc(C(=O)CSc2n[nH]c(-c3ccncc3)n2)cc1	13	-11%	0.4	3%	-6	-1%	-9%	-0.7	-3
O=C1CN(S(=O)(=O)c2cc(C(=O)O)ccc2Cl)c2ccccc2N1	-4	-3%	1.5	8%	-10	3%[57.1 µM]	10%[57.1 µM]	1.0	-11
CCCNC(=O)COC(=O)C1CCN(S(=O)(=O)c2ccc3c(c2)OCCO3)CC1	3	5%	0.4	2%	6	-11%	-14%	-0.2	2
O=C(Nc1ccc(-c2nc3ccccc3[nH]2)cc1)c1cccc(N2C(=O)CCC2=O)c1	5	-16%	-0.4	6%	2	126%	73%	0.0	7
COc1ccc(S(=O)(=O)Nc2cccc(-c3ccc(N4CCCCCC4)nn3)c2)cc1OC	-3&2	?	-0.4&-0.5	6%&-6%	2	-11%	-11%	-0.2&-0.4	3&0
CCOC(=O)c1ccc(NC(=O)CC2C(=O)N(c3ccccc3)C(=O)N2Cc2cccs2)cc1 (centres undefined)	6	?	-0.1	13%	.	-7%	14%	1.1	10

Next part.
SMILES	TRHR PAM	USP1 inh	D2 ag	IDH1 R132H inh	D2 antagonist	TrxR1 substrate	TrxR1 inh	TRHR agonist	PI4K2A inh
O=C(NCc1ccccn1)c1ccc(CNS(=O)(=O)c2ccc(F)cc2)cc1	6	-20%	-0.1	-9%	4	-9%	-16%	0.1	0
O=C(Nc1ccc2c(c1)OCCO2)N1CCOCC1	-1	-3%	-0.3	2%	-2	-3%	15%[57.1 µM]	-0.7	-1
COC(=O)c1ccccc1NC(=O)CSc1nnc(-c2ccc(OC)cc2)n1C	-1	2%	-1.2	4%	-15	-13%	-6%[57.1 µM]	0.6	-1
CSc1nc2ccccc2n1C(=O)NC1CCCCC1	-6	-3%	9.5	-1%	15	6%	7%	0.5	-3
NC(=O)[C@@H]1CC2(CC(c3cccc(NC(=O)[C@@H]4CCC(=O)N4)c3)=NO2)CN1C(=O)Cc1ccc([N+](=O)[O-])cc1 (some centres undefined)	5	-2%	-0.8	0%[38.3 µM]	-19	-2%	17%	-0.9	-1
Cc1cc(C(=O)NC2CC(C)(C)Cc3c2cnn3-c2cccc(F)c2)nn1C (centres undefined)	-15	-1%	0.4	-3%	6	1%	-1%	0.0	0
CCCNC(=O)COC(=O)c1n[nH]c2ccccc12	5	-13%	.	1%	.	9%[57.1 µM]	17%[57.1 µM]	0.0	4
Cc1nn(CC(=O)NCCc2ccc(Cl)cc2)c(=O)c2cc3cc(F)ccc3n12	-2	-20%	-0.3	6%	.	6%	9%	-0.2	3
CCCc1cc(-c2ccc3c(c2)COc2c4ccccc4nn2-3)on1	6	?	-0.6	9%	-18	11%	-25%	-0.6	-22
O=C(Oc1ccccc1)n1c(=S)oc2ccccc21	2	-12%	0.4	-1%	1	4%	-14%	0.9	-4
CCn1cc(-c2cc(C(=O)O)c3ccccc3n2)c(C)n1	5	-14%	2.8	4%	7	299%[activator]	?	0.0	0
O=C1N=C(N2CCOCC2)SC1=Cc1ccco1	.	?	.	-1%	.	-10%	?	.	-11
CC(C)c1ccc(NC(=O)CCC(=O)NCc2ccco2)cc1	10	-15%	-1.5	4%	10	21%	4%[57.1 µM]	-0.6	6
Cc1ccc(C)c(NS(=O)(=O)c2ccc(-c3cnc(C4CC4)o3)cc2)c1	-6	-14%	0.1	2%	-9	-6%	3%	0.2	-3
O=S(=O)(Nc1nc2ccccc2nc1Cl)c1ccc(Br)cc1	-5	-18%	1.9	12%	1	7%	-28%	-0.7	-2
O=C(NCc1ccc(F)cc1)C1CCC(CNS(=O)(=O)c2ccccc2)CC1 (centres undefined)	2	-14%	-0.6	18%	15	-1%	7%	0.0	3
